Bioassay records: PubChem, Broad Institute
ARNT TACC3 PPI: disrupts binding between human ARNT and TACC3; AID 623870; 390,000 compounds, 0.66% hits; AlphaScreen His-ARNT PAS-B/GST-TACC3 binding, luminescence; TACC3 fragment carries E629A point mutation; inhibition, % at 9.99 µM;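 active = mean inhibition of replicates at least 50% and at least half of replicates each reaching 50%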;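 note: 0% = complete ARNT plus TACC3 wells and 100% = ARNT alone without TACC3; many hits fall short of the cut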
PAX8 inh HTS: inhibitors of PAX8 transcriptional activity in RMG-I cells. RMG-I TPO-luciferase reporter, SteadyGlo, 24 h. inhibition, % at 12.6 µM. 360,000 compounds, 1.2% hits;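 active = mean replicate inhibition at least 60% with every replicate also reaching 60%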;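 note: luciferase light reporting Pax8 driven TPO promoter activity; plate controls were median of neutral control wells for no effect and mitoxantrone controls for full effect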
PglD inh: blocks C. jejuni PglD acetyltransferase activity; purified PglD enzyme, DTNB colorimetric CoA detection; inhibition, % at 12.5 µM; 360,000 compounds, 0.098% hits; in the data active = inhibition above about 16%, passing the limit was not always enough; note: strong numbers were not always called active
Statin myotox sup: suppressors of simvastatin-induced myotoxicity in C2C12 myotubes | 330,000 compounds, 0.78% hits | rescue of ATP level, % at 7.49 µM | ATP luminescence, 48 h; scaled: DMSO 0, geranylgeraniol control 100;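 active = mean ATP rescue above about 67%, or every replicate alone reaching that limit, limit read from the data, passing the limit was not always enough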;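 note: myotubes were challenged with 10 µM simvastatin during compound exposure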
Cneo AK release: Cryptococcus neoformans lysis via adenylate kinase release. C. neoformans lysis, adenylate kinase release luminescence, 4 h; normalised: neutral wells 0, clomiphene wells 100. lysis activity, % at 15 µM. 360,000 compounds, 0.2% hits. AID 651654;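 active = mean lysis activity across replicates of at least 80%, whatever share of replicates individually reach that level; inactive = mean lysis activity below 80%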
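Schedule: static 4 h at 37 °C with compound, 1 h detection; system: C. neoformans cells; benchmarks: Clomiphene as positive control; buffer or medium: fresh YPD medium; measure: luminescence rise reflecting yeast cell lysis; measured by: luminescent adenylate kinase detection reagent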
LGR2 inh: blocks bursicon-induced cAMP signaling via Drosophila LGR2; HEK293 LGR2, CRE-luciferase, bursicon-stimulated, 4 h; inhibition, % at 9.99 µM; 380,000 compounds, 0.35% hits;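 active = drop in luminescence signal, shown as inhibition above about 50% in the replicate tests, limit read from the data, passing the limit was not always enough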;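 note: agonist challenge used bursicon conditioned medium at about half maximal strength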
PGC1a acetyl inh: lowers PGC1a acetylation signal in U2OS cells | AID 651687 | 350,000 compounds, 0.17% hits | AlphaScreen anti-acetyl-lysine; with virally co-expressed GCN5 acetyltransferase | inhibition, % at 15.6 µM;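 active = every replicate shows inhibition of at least 40%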;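 note: 0% = neutral control wells and 100% = positive control wells; some results beyond the cut were filed as inactive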
INS-1E GSIS act: GLuc luminescence reporter in INS-1E cells, primary screen for activators of glucose-dependent secretion of insulin. INS-1E GLuc reporter insulin secretion, 2-3 h. activation, % at 16.6 µM. 370,000 compounds, 0.61% hits. AID 743287;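 active = lowest replicate activation of at least 40%, so every replicate reaches that level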;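 note: 0% = median of neutral control wells and 100% = median of IBMX positive control wells; some compounds called inactive have numbers as strong as hits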
* hit, by the source's call; / = not tested or not shown.

mol	ARNT TACC3 PPI	PAX8 inh HTS	PglD inh	Statin myotox sup	Cneo AK release	LGR2 inh	PGC1a acetyl inh	INS-1E GSIS act
Cc1nn2c(=O)cc(CSc3nc4ccccc4[nH]3)nc2s1	-7	-19	4	3	5	9	9	/
CCCN(C)C[C@@H]1OCCCC[C@H](C)Oc2ccc(NC(=O)Cc3ccccc3)cc2C(=O)N([C@H](C)CO)C[C@@H]1C	6	-21	1	-38	5	-5	0	-1
COCCSc1nnc(NC(=O)c2ccc([N+](=O)[O-])cc2)s1	-10	-22	/	/	/	-6	/	-15
Cc1c(C)c(C)c(CN2CCSCC2)c(C)c1C	-1	19	1	-1	-5	11	9	0
COc1cccc(C(=O)Nc2ccc3c(c2)OC[C@@H](C)N(CC2CC2)C[C@@H](C)[C@H](OC)CN(C)C3=O)c1	0	/	-1	16	-4	-8	-5	-5
O=C(CCN1CCCCC1)N[C@H]1CC[C@@H](CCn2cc(-c3ccc(F)cc3)nn2)O[C@@H]1CO	5	1	1	-2	1	-4	4	13
CCOc1cc(C(=O)Nc2ccc(S(=O)(=O)NC3=NCCCCC3)cc2)cc(OCC)c1OCC	-3	9	/	/	/	-10	/	-3
CC(C)(C)n1cnc2cc(NCc3ccccc3O)ccc21	21	-83	3	0	1	-42	/	-13
COc1cccc2c(=O)c(C(=O)NCCc3ccccc3)c[nH]c12	-3	-34	-3	-9	-1	-38	11	3
CCCCC(=O)N/N=C(/C)C1=C(C)C(C)(C)OC1=O	-1	-7	/	/	/	20	/	-8
COc1ccc(Nc2nc(C)c(C(C)=O)s2)cc1	/	-131	4	-4	-7	-77	8	11
COc1ccc(NC(=O)c2nn(C)c(=O)c3ccccc23)cc1S(=O)(=O)Nc1ccccc1Cl	-2	1	/	/	/	-23	-17	11
O=C(NCCN1CCOCC1)Nc1ccccc1	-5	/	-2	-7	-1	/	2	/
Cc1c(-c2cc(Br)ccc2O)nc2cc3c(cc2c1C)OCO3	-3	-65	-1	31	1	-56	-1	4
CCOc1ccc(OCC)c(NS(=O)(=O)c2cn(C)cn2)c1	2	-9	0	-1	-3	1	2	1
O=C1N=C(N2CCCCC2)S/C1=C\c1ccc(Cl)cc1	-8	-21	5	10	-3	-3	/	1
O=C(Cc1ccccc1Cl)c1ccccc1	/	-29	-1	-4	2	/	3	/
COc1nc(C)c2cc(C)oc2n1	-7	13	/	/	/	15	/	1
CCOC(=O)C1=C(C)NC(C)=C(C(=O)OCC)C1C(=O)OCC(=O)N(C)C1CCS(=O)(=O)C1 (stereo unspecified)	-4	2	/	/	/	9	2	-2
O=c1[nH]c(-c2ccco2)nc2sc3c(c12)CCCC3	-1	-183	/	/	/	-22	/	2
Cc1cc(C(=O)NN)c(C)o1	-4	10	/	/	/	0	/	-9
CCN=C1SC(C(=O)Nc2cccc(C(=O)O)c2)CC(=O)N1CC (stereo unspecified)	-5	/	2	5	-1	/	-4	/
O=[N+]([O-])c1ccc2nc(-c3ccccn3)[nH]c2c1	17	-111	2	/	-5	-81	11	0
O=C1Nc2ccccc2C(=O)N2c3ccccc3NC(=O)C12 (stereo unspecified)	/	20	2	7	-13	-3	-9	5
O=C(O)c1ccc2c(c1)N(Cc1ccccc1)C(=O)c1ccccc1S2	-3	-16	1	5	-1	0	9	9
NS(=O)(=O)c1ccc(CCNC(=O)CSc2nnc3ccccn23)cc1	0	-2	/	/	/	0	/	9
COc1cccc(C(=O)Nc2ccc3c(c2)C(=O)N(C)C[C@H](OC)[C@@H](C)CN(CC2CC2)[C@@H](C)CO3)c1	-14	-6	0	9	-3	0	12	-7
CCOC(=O)C(/C=N/c1cc(C)nn1-c1ccccc1)=C(\C)O	-1	-16	1	-5	-10	/	-1	/
CC(=O)c1cc2cc(O)ccc2o1	0	-16	-2	/	-1	/	6	12
CCN(C[C@@H]1N[C@@H](CO)[C@H]1c1ccc(-c2cccc(C#N)c2)cc1)C(C)=O	3	1	3	-8	2	-1	3	0
CC1(Cc2ccc(F)c(Cl)c2)C(=O)Nc2c(Cl)cccc21 (stereo unspecified)	/	25	-1	-1	-1	-25	/	-48
C[C@@H]1CN([C@@H](C)CO)S(=O)(=O)c2ccc(-c3cccnc3)cc2O[C@H]1CN(C)C(=O)NC1CCCC1	-3	-17	-1	4	2	-1	-1	1
O=C(C[C@@H]1C=C[C@@H](NC(=O)Nc2cccc(F)c2)[C@H](CO)O1)NCC1CC1	1	1	-2	7	3	-2	-2	6
c1ccc(-n2ncc3c(NC4CCCCCC4)ncnc32)cc1	-7	-196	1	-64	-5	-66	13	/
CC(NC(=O)Cc1c(F)cccc1Cl)C1CCCO1 (stereo unspecified)	-3	/	1	0	1	-1	1	16
COCc1cc(C)nc(Nc2ccccc2OC)c1C#N	-1	14	-5	2	-10	-3	6	-13
C[C@H]1CN([C@@H](C)CO)C(=O)c2cc(NC(=O)CCC(F)(F)F)ccc2O[C@H]1CN(C)S(=O)(=O)c1ccc(F)cc1	-4	10	0	-4	5	-9	-1	-6
Cc1sc2nc(SCC(=O)NCCO)n(-c3ccccc3)c(=O)c2c1C	-12	15	/	/	/	12	/	0
COc1ccccc1CNC(=O)C[C@@H]1C=C[C@@H](NC(C)=O)[C@@H](CO)O1	0	-4	2	-7	1	7	5	-2
COCC(=O)Nc1ccc2c(c1)[C@H]1C[C@@H](CC(=O)N3CCCCC3)O[C@H](CO)[C@H]1O2	0	9	7	2	1	-4	5	-9
CCC(=O)N1CC(=O)N2[C@@H](CO)[C@H](c3ccc(C#CCC(C)C)cc3)[C@@H]2C1	/	-9	/	/	/	-14	-5	-2
Oc1ccccc1-c1nnc2n1CCCCC2	13	3	0	1	5	-1	-2	-8
COc1ccc(NC(=O)c2ccc3ccccc3c2)cc1	3	-157	2	-4	-2	-14	-2	-8
O=C(C1CCCN1C(=O)c1cccs1)N1CCc2ccccc21 (stereo unspecified)	6	/	1	3	2	/	1	/
O=C(CN1C(=O)C2C3C=CC(C3)C2C1=O)NCCc1ccccc1 (stereo unspecified)	-14	/	/	/	/	4	-5	1
O=C1CC2(CCCCCC2)Oc2ccccc21	-2	12	0	-3	-1	-15	/	15
COc1cccc(NC(=O)COC(=O)c2ccccc2C(=O)N(C)c2ccccc2)c1	1	5	-4	12	-1	-24	0	-12
COc1ccc(NS(=O)(=O)c2ccc(Br)cc2)cn1	6	8	-5	2	5	0	-2	8
O=C(/C=C/c1ccc(Cl)cc1)Nc1ccc(Br)cn1	-2	-26	/	/	/	9	0	3
O=C(O)c1cnn(-c2ccccc2)c1-n1cccc1	-7	0	-4	7	3	-14	/	-6
Cc1noc(C)c1S(=O)(=O)Nc1ccc2c(c1)C(=O)N([C@H](C)CO)C[C@@H](C)[C@@H](CN(C)Cc1ccc(C(=O)O)cc1)O2	-6	/	-8	-17	1	-12	18	14
CCN(C(=S)Nc1ccc(C(C)=O)cc1)C1CCCCC1	-6	4	/	/	/	-9	-4	-3
O=C(C1CC1)N1CCCCN2[C@@H](CO)[C@H](c3ccc(C#CC4(O)CCCC4)cc3)[C@@H]2C1	-13	-19	4	/	47	/	-2	/
O=C(Cn1cnc2sc(-c3ccccc3)cc2c1=O)NCc1ccco1	-5	/	15	20	-15	/	-9	/
C/C(Sc1nnc(Cc2ccccc2)o1)=C(/O)c1ccccc1	0	/	-6	2	-9	8	-2	-13
CN(C)S(=O)(=O)c1ccc(C(=O)/C=C/c2cccnc2)cc1	-6	1	2	2	0	3	/	7
CCc1ccc(-c2ccc(C(=O)C(F)(F)F)[nH]2)cc1	-1	/	-4	-15	-1	/	1	/
C[C@@H]1CN([C@@H](C)CO)C(=O)c2cc(/C=C/c3ccccc3)cnc2O[C@H]1CN(C)Cc1cncnc1	2	/	-2	3	-3	6	15	14
C=CCC[C@@H](Cc1ccc(F)cc1)C(=O)OC[C@H](Cc1c[nH]c2ccccc12)NC(=O)[C@H](CC=C)CC(=O)N(CCO)Cc1ccccc1	-1	10	-6	-5	0	35	/	/
O=C(O)CONC(=O)c1cc(OCC(F)(F)F)ccc1OCC(F)(F)F	-3	16	3	0	0	/	-1	/

4 entries from above, field by field.
COc1cccc(NC(=O)COC(=O)c2ccccc2C(=O)N(C)c2ccccc2)c1
  ARNT TACC3 PPI: 1
  PAX8 inh HTS: 5
  PglD inh: -4
  Statin myotox sup: 12
  Cneo AK release: -1
  LGR2 inh: -24
  PGC1a acetyl inh: 0
  INS-1E GSIS act: -12

COc1ccc(NS(=O)(=O)c2ccc(Br)cc2)cn1
  ARNT TACC3 PPI: 6
  PAX8 inh HTS: 8
  PglD inh: -5
  Statin myotox sup: 2
  Cneo AK release: 5
  LGR2 inh: 0
  PGC1a acetyl inh: -2
  INS-1E GSIS act: 8

O=C(/C=C/c1ccc(Cl)cc1)Nc1ccc(Br)cn1
  ARNT TACC3 PPI: -2
  PAX8 inh HTS: -26
  PglD inh: /
  Statin myotox sup: /
  Cneo AK release: /
  LGR2 inh: 9
  PGC1a acetyl inh: 0
  INS-1E GSIS act: 3

O=C(O)c1cnn(-c2ccccc2)c1-n1cccc1
  ARNT TACC3 PPI: -7
  PAX8 inh HTS: 0
  PglD inh: -4
  Statin myotox sup: 7
  Cneo AK release: 3
  LGR2 inh: -14
  PGC1a acetyl inh: /
  INS-1E GSIS act: -6

(further entries)
mol	ARNT TACC3 PPI	PAX8 inh HTS	PglD inh	Statin myotox sup	Cneo AK release	LGR2 inh	PGC1a acetyl inh	INS-1E GSIS act
CCCn1c(C(O)c2ccc(OCC)cc2)nc2ccccc21 (stereo unspecified)	-12	0	-2	-3	1	3	0	/
C[C@H](CO)N1C[C@H](C)[C@H](CN(C)C(=O)Cc2cccnc2)Oc2ncc(/C=C/c3ccccc3)cc2C1=O	7	4	-3	12	-1	-3	-2	4
O=C(Nc1ccccc1)C1CCN(c2nccs2)CC1	17	-1	-2	5	0	/	-12	/
O=C1CN(C(=O)COC(=O)CCS(=O)(=O)c2ccccc2Cl)c2ccccc2N1	-7	10	/	10	-1	-16	0	-8
COc1ccc(N(CC2CO2)S(=O)(=O)c2ccc(C)cc2)cc1 (stereo unspecified)	/	8	5	-5	-3	-6	-5	15
CSCCC(NS(=O)(=O)c1ccc(Cl)cc1)C(=O)OCC(=O)NC1CC1 (stereo unspecified)	-1	/	8	/	2	19	-7	9
CCc1cccc(NC(=O)C2CCCN2S(=O)(=O)c2ccc3c(c2)CC(C)N3C(C)=O)c1 (stereo unspecified)	/	11	0	8	9	4	1	-12
COc1ccc(/C=C/C(=O)C2(O)CCCCC2)cc1	-12	-11	6	-2	-4	8	18	12
Cc1ccc2c(c1)N(C(=O)CCC(=O)N1CCN(c3ccccc3)CC1)CCO2	-4	12	5	8	-1	0	9	-4
CCOc1ccc(C2CC(c3cccc(Cl)c3)n3nc(N)nc3N2)cc1 (stereo unspecified)	-4	26	-1	7	2	12	-1	-22
Cc1nc2ccc(C(=O)NCCCN3CCCC3=O)cn2c1N(C)C(=O)CCc1ccccc1	/	-7	0	2	0	-9	/	20
c1ccc2ncccc2c1	-3	/	-5	5	-5	/	-2	/
O=C(CCCCCCCCC(=O)N1CCCCC1)N1CCCCC1	-7	-2	4	7	-1	-2	1	/
CCOC(=O)c1cc2sccc2n1CC(=O)N1CCCc2ccccc21	1	/	7	9	1	-7	-15	-7
O=C(C[C@H]1CC[C@H](NS(=O)(=O)c2ccc(F)cc2)[C@H](CO)O1)N1CCN(c2ccccc2)CC1	0	9	4	4	3	-11	-9	-6
O=C(C[C@@H]1C=C[C@@H](NC(=O)c2ccc3c(c2)OCO3)[C@@H](CO)O1)NCc1ccc(F)cc1	-5	-4	1	-1	18	0	5	-15
Cc1ccc(C(=O)/C=C/c2cn(CN3CCN(C)CC3)c3ccccc23)cc1	5	/	-11	38	-5	-85	3	-37
COc1cccc(C(=O)N2CCC(n3nccc3NC(=O)C(OC)c3ccccc3)CC2)c1 (stereo unspecified)	-1	/	-1	4	-2	-4	11	10
